# KB-3-1 cytotox – KB-3-1 parental cell cytotoxicity; KB-3-1 viability, CellTiter-Glo ATP luminescence, 72 h; Potency, µM (doses to about 46.1 µM), for the others: top-dose activity change, negative = cytotoxic, actives largely listed as cytotoxic; 400,000 tested, 1.4% active; note: potency is the fitted concentration of half-maximal effect; % is set by controls: 0 for no effect and ±100 for the full control effect; nearly all actives have a fitted effect of over 60% in size
#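 Cytotoxicity in the drug-sensitive parental line KB-3-1 was scored as loss of CellTiter-Glo luminescence following 72 h incubation with compound. Values come from curve fitting of normalized concentration-response data.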
# HT1080 IDH1KD tx – toxicity to HT-1080 IDH1 knockdown cells (counter line); 360,000 tested, 2% active; Potency, µM (series often up to 46.1 µM), for the others: at the top dose activity, negative = toxicity, hits mostly cytotoxic; AID 686971; HT-1080 IDH1 knockdown viability, ATP luminescence, 48 h;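 note: potency is the fitted concentration of half-maximal effect; 0% = DMSO wells and -100% = cell-free medium wells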
#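 Cytotoxicity counter-line: IDH1KD HT-1080, 48 h, CellTiter-Glo. Curves classed by r2, magnitude and activity.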
# DRD3 antagonist – D3 dopamine receptor (human) antagonism; P35462; D3R cells, DiscoveRx beta-arrestin luminescence, antagonist mode; stronger effect = lower value; max response, negative = inhibition, %; 360,000 tested, 2.5% active; AID 652054; in the data active = max response below about -50%; inconclusive = no clear call, values can overlap the other calls; note: % is set by controls: 0 for no effect and ±100 for the full control effect; mostly tested at two doses, the higher about 12 µM
# Target sequence (P35462 whole entry, looked up): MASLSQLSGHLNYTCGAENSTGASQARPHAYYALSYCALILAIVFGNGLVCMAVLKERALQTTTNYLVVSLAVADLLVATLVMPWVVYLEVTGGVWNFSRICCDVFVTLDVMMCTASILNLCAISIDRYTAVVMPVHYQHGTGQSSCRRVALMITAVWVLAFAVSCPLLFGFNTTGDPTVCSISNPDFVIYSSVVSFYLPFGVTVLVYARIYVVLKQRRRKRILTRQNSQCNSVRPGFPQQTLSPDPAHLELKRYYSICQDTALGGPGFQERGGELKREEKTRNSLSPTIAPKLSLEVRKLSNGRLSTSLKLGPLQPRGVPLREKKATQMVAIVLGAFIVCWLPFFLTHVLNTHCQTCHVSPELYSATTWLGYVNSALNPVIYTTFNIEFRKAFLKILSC
#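 Cells plated overnight at 1500 cells/well, then exposed to library compounds with dopamine controls for 90 minutes at 37 degrees C. DiscoveRx reagent added for 30–60 minutes at room temperature; luminescence read, quantitative HTS format.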
# SW480 rerep – inducers of DNA re-replication in SW480 colon cancer cells | Potency, µM (series often up to 46.1 µM), inactives show top-dose re-replication activation, usual class: activators | SW480 DNA re-replication, Hoechst DNA content imaging, 48 h | 340,000 tested, 1.8% active; note: potency is the fitted concentration of half-maximal effect; % of control where 0% means no effect; nearly all actives have a fitted effect of over 55% in size
#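 250 cells/well; 23 nL cpd via pin tool; 48 hr, 37 C, 5% CO2; Hoechst 40 min; imager read of total nuclear intensity, ex 405/em 500-530 nm.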
# IL-1B inflam inh – blocks inflammasome-driven IL-1 beta release; THP-1 LPS/ATP IL-1B secretion, AlphaLISA, 16 h; stronger effect = lower value; activity change, % at 57.5 µM; 360,000 tested, 4.7% active; AID 743279; in the data active = activity change below about -50%; inconclusive = mostly about -30% to -49%; note: % is set by controls: 0 for no effect and ±100 for the full control effect
#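 Secreted IL-1B measured by AlphaLISA bead assay after 16 h compound exposure of THP-1 cells; compounds (final up to 57.5 uM) added 1 h before LPS (250 ng/mL) and ATP (1.25 mM) stimulation; lower signal means less secretion.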
# KB-V1 cytotox – kills drug-selected multidrug resistant KB-V1 cells | KB-V1 MDR cells viability, CellTiter-Glo, 72 h | 400,000 tested, 3.4% active | Potency, µM (series often up to 46.1 µM), inactives show at the highest dose activity change, negative = cytotoxicity, hits mostly cytotoxic; note: potency is the fitted concentration of half-maximal effect; % is set by controls: 0 for no effect and ±100 for the full control effect; nearly all actives have a fitted effect of over 60% in size
#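 In this primary screen, KB-V1 cells overexpressing P-gp are incubated with library compounds (lowest to highest concentration) for 72 h at 37 degrees C before a luminescent ATP viability read.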
# HT1080-NT tox – kills 2HG-producing HT-1080-NT fibrosarcoma cells; Potency, µM (titrated, usually from 46.1 µM), for inactives: top-dose activity, negative = less viability, most hits filed as cytotoxic; 360,000 tested, 1.6% active; HT-1080-NT fibrosarcoma viability, CellTiter-Glo ATP luminescence, 48 h;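 note: NT is the 2HG producing partner of a matched IDH1 knockdown line; potency is the fitted concentration of half-maximal effect; 0% = DMSO-treated cells and -100% = media-only wells without cells; nearly all actives have a fitted effect of over 55% in size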
#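 Toxicity toward the 2HG-producing NT line was scored as %Activity, normalised to DMSO and no-cell wells, from CellTiter-Glo luminescence after 48 hours' treatment.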
# GLP1R ag – agonists of human GLP-1 receptor. 380,000 tested, 0.007% active. HEK293 GLP-1R CRE-luciferase, luminescence, 4-6 h; cells express a hypersensitive GLP-1R form. Potency, µM (top dose mostly 45.6 µM), for inactives: at the top dose activation, most hits filed as activators; note: potency is the fitted concentration of half-maximal effect; % of control where 0% means no effect
# Target sequence (P43220 whole entry, looked up): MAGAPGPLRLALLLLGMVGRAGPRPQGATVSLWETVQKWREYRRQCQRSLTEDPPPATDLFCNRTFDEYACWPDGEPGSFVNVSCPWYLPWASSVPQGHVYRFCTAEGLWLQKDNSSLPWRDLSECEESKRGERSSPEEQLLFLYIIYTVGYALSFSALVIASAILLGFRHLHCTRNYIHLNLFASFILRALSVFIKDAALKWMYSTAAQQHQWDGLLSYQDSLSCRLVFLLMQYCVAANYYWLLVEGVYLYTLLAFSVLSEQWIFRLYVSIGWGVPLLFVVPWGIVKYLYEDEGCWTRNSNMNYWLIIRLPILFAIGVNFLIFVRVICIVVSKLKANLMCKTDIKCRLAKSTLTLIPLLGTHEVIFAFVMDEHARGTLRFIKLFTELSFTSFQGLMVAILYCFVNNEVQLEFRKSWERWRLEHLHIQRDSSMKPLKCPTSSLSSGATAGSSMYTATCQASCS
# DRD3 agonist – activates the human D3 dopamine receptor. D3R DiscoveRx beta-arrestin cells, luminescence, 90 min. max activation, %. 410,000 tested, 0.58% active. AID 652048; in the data active = max activation above about 30%; note: 0% is about no effect; mostly tested at two doses, the higher about 12 µM
#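 Cells at 1500/well, incubated overnight, then treated with pinned compounds (dopamine as control) for 90 min at 37 degrees C. DiscoveRx reagent added for 30 - 60 minutes at room temperature; luminescence read.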
# * marks the source's active call; other numbers are inactive results; ? = inconclusive; . = no result given; [ ] = dose if it differs, or a comment. Unless noted, calls come from the whole dose curve; as a rule, active = well fitted curve in the direction sought with a large enough effect; inconclusive = small, poorly fitted or top-dose-only effect, or another doubt; inactive = no such curve, though single readings can be large; an effect the other way counts as inactive or inconclusive.
SMILES,KB-3-1 cytotox,HT1080 IDH1KD tx,DRD3 antagonist,SW480 rerep,IL-1B inflam inh,KB-V1 cytotox,HT1080-NT tox,GLP1R ag,DRD3 agonist
CCOc1ccc(C(=O)N2CCc3ccccc32)cc1OCC,7%,-11%,12,-30%[inhibitor],15,?,-5%,10%,-9
O=c1cc(CSc2ccccc2)nc(-c2ccncc2)[nH]1,-2%,21%,-8,-4%,-7,-20%,5%,9%,-10
O=c1ccn([C@@H]2O[C@H](CNCC3=Cc4cc(O)ccc4OC3)[C@@H](O)[C@H]2O)c(=O)[nH]1,-2%,2%,47,0%,-6,0%,5%,6%,55*
O=C(NCCc1ccc(F)cc1)c1ccc(NS(=O)(=O)c2ccc3[nH]c(=O)[nH]c3c2)cc1,-1%,-10%,0,-34%[inhibitor],-1,-1%,-6%,0%,10
Clc1ccc2[nH]cc(-c3nnnn3-c3ccccc3)c2c1,18µM*,?,-18,17%,-1,16µM*,?,-1%,-7
CC(C)(C)c1ccc(C(=O)N2CCN(CCNC(=O)C(=O)NCc3ccccc3)CC2)cc1,2%,2%,1,-3%,-14,7.3µM*,8%,0%,5
O=C(N1CCOCC1)N1CCC(NC(=O)C23CC4CC(CC(C4)C2)C3)CC1,20%,14%,-19,-1%,-15,-14%,2%,-19%,-6
O=C(CN1CCCCC1)Nc1nc(-c2ccc(Cl)cc2)cs1,-16%,3%,-9,4%,-82*,?,13%,2%,-6
Cc1nc2ccc(S(=O)(=O)NC(C(=O)NCc3ccc4c(c3)OCO4)C(C)C)cc2s1 (centres undefined),-2%,-1%,-18,2%,-2,-5%,-7%,-1%,2
CCn1c(COc2cccc(C)c2)nnc1SCC(=O)NC1CCCC1,24%,20%,15,0%,12,-14%,3%,4%,0
C[C@H]1CC[C@]2(O[C@@H](CCO)C[C@H](O)[C@H]2O)O1,0%,1%,0,-16%[9.22 µM],7,-16%,0%,-3%,-13
O=C(c1ccccc1)N1N=C(c2ccccc2)CC1c1ccccc1[N+](=O)[O-] (centres undefined),2%,8%,-17,1%,4,12%,11%,6%,0
COc1ccc(N2CC(C(=O)OC(C)C(=O)c3ccccc3)CC2=O)cc1 (centres undefined),2%,2%,-12,-10%,10,?,-1%,-4%,-10
CC(C)OCCCNC(=O)[C@H]1N2C(=O)c3ccccc3C2SC1(C)C (some centres undefined),7%,16%,4,-6%,25,11%,14%,5%,-4
O=C(CC1SC(=O)N(Cc2ccccc2)C1=O)Nc1nccs1 (centres undefined),?,0%,10,6%,16,2%,9%,1%,2
O=C(NNC(=S)Nc1ccccc1Cl)c1ccccc1Br,6%,9%,-11,-7%,0,-26%,0%,6%,-3
COc1ccc(/C(C)=N/NC(=O)CNC(=O)c2cccnc2)cc1,3%,11%,7,0%,25,20%,10%,15%,5
Cc1cc(C)c2c(CC(=O)N(CCC#N)Cc3cccnc3)coc2c1,-7%,24%,0,-2%,-5,?,3%,0%,-3
O=C(COC(=O)c1cccc(S(=O)(=O)N2CCCCC2)c1)NCc1cccc(Cl)c1,0%,-5%,11,.,-2,?,-2%,4%,-7
COCCSc1ccccc1C(=O)N1CCN(c2ccccc2)CC1,0%,-1%,9,-73%[inhibitor],-5,-11%,0%,5%,-4
COc1cc(C(=O)NCC(c2ccc(F)cc2)N2CCOCC2)ccc1OCc1ccccc1Cl (centres undefined),-16%,-16%,14,6%,-60*,-17%,-3%,6%,-6
O=C(NC1CCCCC1)OC1CC2CC1[C@H]1CCCCN1C2=O (some centres undefined),14%,4%,-23,.,20,-14%,12%,7%,-1
CCC(C)c1ccccc1NC(=O)COC(=O)c1ccc(C)c(NC(=O)c2ccco2)c1 (centres undefined),3%,15%,47,-15%,43,?,6%,8%,4
C/C(=N\O)c1ccc2c(c1)CC(C)O2 (centres undefined),-3%,9%,2,-4%,16,?,10%,11%,6
CC(=O)NNc1cc(C)nc(NS(=O)(=O)c2ccc(C)cc2)n1,-14%,1%,-10,-4%,17,?,10%,-6%,3

# Next part (2 carried over from the part before).
SMILES,KB-3-1 cytotox,HT1080 IDH1KD tx,DRD3 antagonist,SW480 rerep,IL-1B inflam inh,KB-V1 cytotox,HT1080-NT tox,GLP1R ag,DRD3 agonist
C/C(=N\O)c1ccc2c(c1)CC(C)O2 (centres undefined),-3%,9%,2,-4%,16,?,10%,11%,6
CC(=O)NNc1cc(C)nc(NS(=O)(=O)c2ccc(C)cc2)n1,-14%,1%,-10,-4%,17,?,10%,-6%,3
CCOc1ccc2nc(N3C(=O)C(O)=C(C(=O)c4ccco4)C3c3ccco3)sc2c1 (centres undefined),28%,0%,-24,-7%,22,?,3%,-2%,1
O=[N+]([O-])c1cccc(N=NN(CCO)c2cccc([N+](=O)[O-])c2)c1,-20%,-25%,26,-13%,4,-13%,?,17%,-6
COC(=O)c1sccc1NC(=S)Nc1cccc(F)c1,1%,11%,12,-11%,22,4%,10%,0%,4
CC1=NC(C)Cc2ccccc21 (centres undefined),14%,8%,0,-2%,4,-7%,12%,2%,5
O=C1CCC(=O)N1c1ccc(NCCc2cccc(F)c2)c([N+](=O)[O-])c1,-4%,-2%,5,0%,0,16%,1%,2%,20
COc1ccc(CNC(=S)NC2CCCCC2)cc1,9%,0%,-1,-1%,9,-16%,-2%,10%,4
COc1ccc(-c2nnc(SCC#CCO)o2)cc1OC,9%,8%,4,-5%,-14,10%,6%,18%,2
C=C(C)C(=O)Nc1cccc(C2=NOC3(C2)C[C@@H](C(N)=O)N(C(=O)/C=C/CC)C3)c1 (some centres undefined),8%,4%,-22,-2%,1,11%,1%,7%,0
O=C(CCn1c(=S)[nH]c2cc3c(cc2c1=O)OCO3)NCc1ccc(Cl)cc1,1%,-24%,-6,-30%,28,14%,0%,-1%,14
Cc1onc(-c2ccccc2)c1C(=O)NC(=S)NNC(=O)c1ccncc1,-5%,?,17,5%,10,?,-14%,2%,0
Cn1c(=O)c2c(ncn2CC(=O)N/N=C/C=C/c2ccccc2)n(C)c1=O,0%,14%,7,.,0,1%,12%,-6%,4
COCC(C)NS(=O)(=O)c1ccc(NC(=O)c2ccccn2)cc1 (centres undefined),-29%,-13%,22,-5%,23,?,-1%,1%,-8
O=C(c1ccccc1)c1ccc2nc[nH]c2c1,-6%,0%,11,-12%,-2,1%,-9%,-2%,3
Cc1ccc(CNC(=O)N2CCN(S(=O)(=O)c3ccccc3)CC2)cc1,2%,13%,12,-5%,-8,-4%,11%,2%,6
O=C(COC(=O)c1ccc(F)c(S(=O)(=O)N2CCCCC2)c1)NCc1ccc(F)cc1,8%,-1%,2,-4%,19,?,-20%,12%,-3
CC(C)N(c1ccccc1)c1ccc(NC(=O)[C@@H]2O[C@H](CO)[C@H](O)[C@H](O)[C@H]2O)cc1,0%,6%,-5,.,22,1%,23%,3%,-9
COc1ccc(CCNC(=O)COC(=O)Cc2ccccc2[N+](=O)[O-])cc1,.,2%,-13,-5%,21,.,27%,0%,2
CCc1ccccc1OCC(=O)NNCC(=O)Nc1cccc(C#N)c1,2%,-6%,?,-6%,-6,7%,-8%,2%,-4
Cc1c(C(=O)N2CCN(c3ccccn3)CC2)oc2ccccc12,-13%,-4%,-7,1%,23,?,-2%,16%,6
COc1ccc(OC)c(NC(=O)C(=S)NC2CCCCC2)c1,-1%,2%,-25,?,23,16%,3%,16%,9
CCn1c(=S)sc2c(=O)n(CC(=O)Nc3ccc(OC)cc3)c(C)nc21,-3%,13%,1,?,7,-15%,9%,-5%,-16
O=C(CCc1ccccc1)OCC(=O)c1ccc([N+](=O)[O-])cc1,-3%,1%,-3,-99%[inhibitor],-14,-7%,0%,-2%,1
Cc1nc(SCC(=O)NC2CC2)c2c(C)c(C)sc2n1,-2%,-4%,3,14%,4,-27%,-5%,16%,-7
CCCN(C(=O)CSc1nnc2ccccn12)C1CCS(=O)(=O)C1 (centres undefined),-1%,14%,19,0%,2,0%,-2%,0%,-1
Cc1cccc(NC(=O)C2CC3CCC2C3)c1C (centres undefined),?,5%,10,-2%,-2,-22%,-2%,16%,8
# Other results.
SMILES,KB-3-1 cytotox,HT1080 IDH1KD tx,DRD3 antagonist,SW480 rerep,IL-1B inflam inh,KB-V1 cytotox,HT1080-NT tox,GLP1R ag,DRD3 agonist
COc1cc(C(=O)Nc2ccc(Nc3ccccc3)cc2)cc(OC)c1OC,-2%,-26%,9,26%,-56*,5%,-24%,0%,-11
COC(=O)CCC(=O)NNC(=O)c1ccc(Cl)cc1Cl,1%,4%,39,-2%,0,-3%,11%,-11%,3
CCOC(=O)c1cc(C(=O)Nc2ccc(C)c(F)c2)nn1C,-6%,2%,14,-10%,-15,5%,5%,-1%,27
CN(C)CCCn1c(N)c(S(=O)(=O)c2ccccc2)c2nc3ccccc3nc21,-2%,-1%,?,?,-27,-6%,-1%,8%,-4
COc1ccccc1CNC(=O)CCNS(=O)(=O)/C=C/c1ccc(C)cc1,0%,3%,-5,-40%[inhibitor],-55*,-2%,3%,8%,-7
CCCCCc1c(-c2ccc(OC)c(OC)c2)ncn1CCc1ccccc1OC,?,10µM*,-3,.,-71*,15µM*,21µM*,-2%,7
Cc1c(NC(=O)COc2cccc3c2OC(C)(C)C3)c(=O)n(-c2ccccc2)n1C,-8%,9%,0,-5%,1,-6%,0%,-1%,12
C(=C\c1ccccc1)/CN1CCN(C(c2ccnc3ccccc23)c2nnnn2-c2ccc3c(c2)OCCO3)CC1 (centres undefined),-13%,?,-18,.,0,-2%,?,0%,-10

# Entries of single compounds as entered above:
# O=C(c1ccccc1)c1ccc2nc[nH]c2c1 is entered as KB-3-1 cytotox: -6%; HT1080 IDH1KD tx: 0%; DRD3 antagonist: 11; SW480 rerep: -12%; IL-1B inflam inh: -2; KB-V1 cytotox: 1%; HT1080-NT tox: -9%; GLP1R ag: -2%; DRD3 agonist: 3
# CCOC(=O)c1cc(C(=O)Nc2ccc(C)c(F)c2)nn1C is entered as KB-3-1 cytotox: -6%; HT1080 IDH1KD tx: 2%; DRD3 antagonist: 14; SW480 rerep: -10%; IL-1B inflam inh: -15; KB-V1 cytotox: 5%; HT1080-NT tox: 5%; GLP1R ag: -1%; DRD3 agonist: 27
